Screening results deposited in PubChem by Broad Institute.
U2OS ROS induce: ROS inducers in U2OS cancer cells, primary screen, cell-based, H2DCF-DA fluorescence. ROS induction (% of piperlongumine), % at 10 µM. actives 2% (n = 46,000). AID 624156, 2012. U2OS ROS induction; in the data active means ROS induction above about 79%, passing the limit was not always enough;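 further: 0% = DMSO vehicle median and 100% = reference compound median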
* = called active by the depositor. Some of the compounds tested, so the mix of outcomes need not match the whole.

| canonical_smiles | U2OS ROS induce |
| --- | --- |
| Cn1cccc1Cc1nnc(SCC(=O)Nc2ccccc2C(F)(F)F)n1-c1ccc(F)cc1 | -4 |
| C[C@H]1CN([C@@H](C)CO)C(=O)c2cccc(NC(=O)Nc3ccc(C(F)(F)F)cc3)c2O[C@@H]1CN(C)S(C)(=O)=O | 15 |
| C[C@H]1CN([C@@H](C)CO)C(=O)c2cccc(NC(=O)c3ccncc3)c2O[C@H]1CN(C)C(=O)Nc1ccc2c(c1)OCO2 | -8 |
| C[C@H]1CN([C@@H](C)CO)C(=O)c2cccc(NC(=O)NC3CCCCC3)c2O[C@@H]1CN(C)S(=O)(=O)c1cccs1 | 5 |
| O=[N+]([O-])c1ccc2nc(CSc3ncnc4ccccc34)[nH]c2c1 | -12 |
| C[C@@H]1CN([C@H](C)CO)C(=O)Cc2cc(NS(=O)(=O)c3cccs3)ccc2O[C@H]1CN(C)C(=O)Nc1ccc(F)cc1 | -3 |
| C[C@@H]1CN([C@@H](C)CO)C(=O)c2cc(NC(=O)Nc3cccc4ccccc34)ccc2O[C@@H]1CN(C)C(=O)Nc1cccc2ccccc12 | 14 |
| C[C@@H]1CN([C@H](C)CO)C(=O)c2cccc(NC(=O)c3cnccn3)c2O[C@H]1CN(C)S(=O)(=O)c1cn(C)cn1 | -5 |
| C[C@H](CO)N1C[C@H](C)[C@H](CN(C)C(=O)Nc2ccccc2F)OCc2cnnn2CCCC1=O | -6 |
| C[C@H](CO)N1C[C@H](C)[C@@H](CN(C)Cc2ccc(Cl)c(Cl)c2)Oc2ccc(NC(=O)Nc3ccc(F)cc3)cc2C1=O | -2 |
| CN(c1cc(C(F)(F)F)ccn1)N1C(=O)c2ccccc2C1=O | -10 |
| Cc1nn(C(C)C(=O)Nc2ccc(F)c(Cl)c2)c(C)c1[N+](=O)[O-] (stereo unspecified) | -8 |
| COc1ccc(NC(=O)N(C)C[C@H]2Oc3c(NC(=O)C4CC4)cccc3C(=O)N([C@@H](C)CO)C[C@@H]2C)cc1 | -9 |
| NC(=O)/C(=C/c1ccc(Cl)cc1)NC(=O)c1ccccc1 | -4 |
| O=c1c(-c2ccc(O)cc2)coc2cc(O[C@@H]3O[C@H](CO)[C@@H](O)[C@H](O)[C@H]3O)cc(O)c12 | 13 |
| CCc1ccc(C(=O)Oc2ccc(C#N)cc2)cc1 | 13 |
| COc1ccc(NC(=O)N(C)C[C@@H]2Oc3ccc(NS(=O)(=O)c4c(C)noc4C)cc3C(=O)N([C@H](C)CO)C[C@@H]2C)cc1 | -2 |
| CCOC(=O)c1c(-c2cccs2)csc1/N=C/c1c(O)n(C)c2ccccc12 | 3 |
| O=C(CSc1nc2ccccc2nc1N1CCCC1)NCCc1ccc(Cl)cc1 | 28 |
| COc1ccc(-c2coc3cc(O)ccc3c2=O)c(OC)c1 | 0 |

The final two entries of the section before come first, to join the parts.
| canonical_smiles | U2OS ROS induce |
| --- | --- |
| O=C(CSc1nc2ccccc2nc1N1CCCC1)NCCc1ccc(Cl)cc1 | 28 |
| COc1ccc(-c2coc3cc(O)ccc3c2=O)c(OC)c1 | 0 |
| COc1ccc2c(=O)ccoc2c1 | 5 |
| Cc1noc(C)c1NC(=O)N(C)C[C@H]1Oc2ccc(NC(=O)Nc3cccc4ccccc34)cc2CC(=O)N([C@@H](C)CO)C[C@@H]1C | 15 |
| O=C(CSCC(=O)c1ccccc1)c1ccccc1 | -21 |
| CCN(Cc1ccccc1)C(=O)c1cccnc1 | -9 |
| COc1ccc(NC(=O)Nc2cccc3c2O[C@@H](CN(C)Cc2ccc(Cl)c(Cl)c2)[C@H](C)CN([C@H](C)CO)C3=O)cc1 | 48 |
| O=C(NCCCO)C(=O)NCC1COc2ccccc2O1 (stereo unspecified) | -6 |
| C[C@@H]1CN([C@H](C)CO)C(=O)Cc2cc(NC(=O)Nc3ccc4c(c3)OCO4)ccc2O[C@H]1CN(C)S(=O)(=O)c1ccc(F)cc1 | -8 |
| COc1ccc(NC(=O)Nc2cccc3c2O[C@H](CN(C)C(=O)Nc2ccc(F)cc2)[C@H](C)CN([C@H](C)CO)C3=O)cc1 | -6 |
| CC(=O)c1ccc(NC(=O)CSc2nnc(N)n2-c2ccccc2)cc1 | 0 |
| Cc1ccc(S(=O)(=O)N(C)C[C@@H]2OCCCC[C@@H](C)Oc3ccc(NS(C)(=O)=O)cc3C(=O)N([C@H](C)CO)C[C@@H]2C)cc1 | 18 |
| Cc1noc(C)c1NC(=O)Nc1ccc2c(c1)CC(=O)N([C@H](C)CO)C[C@@H](C)[C@H](CN(C)S(=O)(=O)c1cn(C)cn1)O2 | -7 |
| Cc1cc(OCC(=O)Nc2cccc3ncccc23)cc(C)c1Cl | 12 |
| C[C@H](CO)N1C[C@H](C)[C@H](CN(C)Cc2ccc(Cl)c(Cl)c2)Oc2ccc(NS(=O)(=O)c3ccc(Cl)cc3)cc2CC1=O | 6 |
| O=C(O)CSc1nc2cc(N3CCOCC3)c(F)cc2[nH]1 | 1 |
| C[C@@H]1CCCCO[C@@H](CN(C)C(=O)Nc2ccc3c(c2)OCO3)[C@@H](C)CN([C@H](C)CO)C(=O)c2cc(NC(=O)Nc3ccc(F)cc3)ccc2O1 | -9 |
| C[C@@H]1CN([C@H](C)CO)C(=O)Cc2cc(NC(=O)Nc3ccc(C(F)(F)F)cc3)ccc2O[C@@H]1CN(C)Cc1ccc(Oc2ccccc2)cc1 | 10 |
| Cc1cc(=O)[nH]c(SCCCOc2ccccc2-c2ccccc2)n1 | -2 |
| Cc1ccc(CN2C(=O)CCC2C(=O)NC(C)C)cc1 (stereo unspecified) | -7 |
| C[C@@H]1CN([C@H](C)CO)C(=O)c2cc(NC(=O)Cc3ccccc3)ccc2O[C@H]1CN(C)Cc1ccc(-c2ccccc2)cc1 | 100* |
| Cc1noc(C)c1NC(=O)N(C)C[C@H]1Oc2ccc(N(C)C)cc2CC(=O)N([C@@H](C)CO)C[C@@H]1C | 12 |

| canonical_smiles | U2OS ROS induce |
| --- | --- |
| Cc1cccc(C(=O)Nc2cccc(OCC(=O)O)c2)c1 | -9 |
| COc1cccc(C(=O)c2oc3ccccc3c2NC(=O)COc2ccccc2)c1 | 12 |
| Cc1noc(C)c1NC(=O)Nc1ccc2c(c1)CC(=O)N([C@@H](C)CO)C[C@H](C)[C@H](CN(C)C(=O)NC(C)C)O2 | 4 |
| Nn1c(Cc2ccccc2)nc2sc3c(c2c1=O)CCCC3 | 0 |
| CCN(CC)CCNc1ncnc2c1sc1nc(N3CCCC3)c3c(c12)CC(C)(C)OC3 | -1 |
| Cc1ccc(S(=O)(=O)Nc2ccc3c(c2)C(=O)N([C@H](C)CO)C[C@H](C)[C@H](CN(C)C(=O)Nc2cccc4ccccc24)OCCCC[C@@H](C)O3)cc1 | 69 |
| C[C@@H]1CN([C@H](C)CO)C(=O)c2cc(NC(=O)Nc3ccc(F)cc3)ccc2O[C@@H]1CN(C)Cc1ccc(C(=O)O)cc1 | -8 |
| COc1ccc(S(=O)(=O)N(C)C[C@H]2OCCCC[C@@H](C)Oc3ccc(NC(=O)NC(C)C)cc3C(=O)N([C@H](C)CO)C[C@@H]2C)cc1 | 10 |
| O=S(=O)(N[C@@H]1CCN(Cc2ccc(OCCO)cc2)C1)c1cccc2cccnc12 | 7 |
| O=C(CSc1nnc(-c2ccccc2)n1-c1ccccc1)NC1CC1 | 19 |
| C[C@H](CO)N1C[C@H](C)[C@H](CN(C)S(=O)(=O)c2cccs2)Oc2ccc(NC(=O)Nc3ccc4c(c3)OCO4)cc2CC1=O | 6 |
| O=C(CCSc1nc(-c2ccco2)cc(C(F)(F)F)n1)Nc1cccnc1 | -4 |
| C[C@@H]1CN([C@@H](C)CO)C(=O)Cc2cc(NC(=O)NC3CCCCC3)ccc2O[C@@H]1CN(C)C(=O)NC1CCCCC1 | 4 |
| O=c1[nH]cnc2c1cnn2-c1ccccc1 | -4 |
| C[C@@H]1CN([C@H](C)CO)C(=O)c2cc(NS(C)(=O)=O)ccc2O[C@H]1CN(C)C(=O)Nc1ccc(F)cc1 | -6 |
| Cc1ccc(C2=NS(=O)(=O)N(C)C(C(=O)Nc3sc4c(c3C(N)=O)CCCC4)=C2)cc1 | -12 |
| Cc1ccc(-c2cccc(-n3c(C)ccc3-c3cccc(N)c3)c2)o1 | -6 |
| CCCN(C)C[C@@H]1OCCCC[C@@H](C)Oc2ccc(NS(=O)(=O)c3ccc(F)cc3)cc2C(=O)N([C@H](C)CO)C[C@@H]1C | 1 |
| O=C(Cc1ccccc1)NC1CCCCC1NC(=O)Cc1ccccc1 (stereo unspecified) | -7 |
| Cc1ccc(S(=O)(=O)N(C)C[C@@H]2OCCCC[C@@H](C)Oc3ccc(NC(=O)Nc4cccc5ccccc45)cc3C(=O)N([C@H](C)CO)C[C@@H]2C)cc1 | 24 |

| canonical_smiles | U2OS ROS induce |
| --- | --- |
| COc1ccc(CN(C)C[C@H]2OCCCC[C@@H](C)Oc3ccc(NC(=O)Cc4ccccc4)cc3C(=O)N([C@H](C)CO)C[C@@H]2C)cc1 | 31 |
| C[C@@H]1CN([C@H](C)CO)C(=O)c2cc(NC(=O)Nc3ccc(C(F)(F)F)cc3)ccc2O[C@@H]1CN(C)Cc1ccc(Oc2ccccc2)cc1 | 7 |
| COc1ccc(C2=NN(C(=O)CSCc3ccco3)C(c3cccc(OC)c3OC)C2)cc1 (stereo unspecified) | 69 |
| CC1(C)CC[C@]2(C(=O)O)CC[C@]3(C)C(=CCC4[C@@]5(C)C[C@@H](O)[C@H](O)C(CO)(CO)C5CC[C@]43C)C2[C@@H]1O (stereo partly specified) | 0 |
| C[C@H](CO)N1C[C@H](C)[C@H](CN(C)Cc2ccc(-c3ccccc3)cc2)Oc2ccc(NC(=O)Nc3ccc(F)cc3)cc2C1=O | 33 |
| CCCc1occc(=O)c1CC=O | -11 |
| Nc1ncnc2c1c(I)cn2C1OC(CO)C(O)C1O (stereo unspecified) | -1 |
| C[C@@H]1CN([C@@H](C)CO)C(=O)c2cccc(NC(=O)NC3CCCCC3)c2O[C@H]1CN(C)C(=O)Nc1ccc(F)cc1 | -7 |
| c1ccc2[nH]c(SCCSc3nc4ccccc4[nH]3)nc2c1 | 3 |
| C[C@@H]1CN([C@@H](C)CO)C(=O)Cc2cc(NC(=O)C3CC3)ccc2O[C@@H]1CN(C)Cc1ccc(C(F)(F)F)cc1 | 6 |
| COc1ccc(S(=O)(=O)Nc2cccc3c2O[C@H](CN(C)Cc2ccc4c(c2)OCO4)[C@@H](C)CN([C@H](C)CO)C3=O)cc1 | -5 |
| CNC[C@@H]1Oc2c(NC(=O)Nc3ccccc3)cccc2C(=O)N([C@H](C)CO)C[C@@H]1C | -5 |
| CCN1CCn2c3c(c4cc(Cl)ccc42)CCCC31 (stereo unspecified) | 16 |
| OCc1nc2ccccc2n1CCOc1ccc(Cl)cc1 | 1 |
| CCOC(=O)c1c(NC(=O)COc2ccccc2F)sc2c1CCCC2 | 21 |
| Cc1noc(C)c1NC(=O)N(C)C[C@@H]1OCCCC[C@@H](C)Oc2ccc(NS(=O)(=O)c3cccs3)cc2C(=O)N([C@H](C)CO)C[C@@H]1C | -9 |
| COc1ccc(S(=O)(=O)N(C)C[C@H]2Oc3ccc(NC(=O)CCC(F)(F)F)cc3CC(=O)N([C@@H](C)CO)C[C@H]2C)cc1 | 7 |
| C[C@@H]1CN([C@H](C)CO)C(=O)c2cc(NS(=O)(=O)c3cccs3)ccc2O[C@@H]1CN(C)CC1CC1 | 4 |
| C[C@H](CO)N1C[C@H](C)[C@H](CN(C)C)Oc2c(NS(=O)(=O)c3cccs3)cccc2C1=O | -1 |
| CC(=O)Nc1ccccc1SCC(=O)Nc1ccc(C)cc1 | -10 |

| canonical_smiles | U2OS ROS induce |
| --- | --- |
| C[C@@H]1CN([C@@H](C)CO)C(=O)CCCn2nncc2CO[C@H]1CN(C)Cc1ccc(C(F)(F)F)cc1 | 18 |
| CC(C)NC(=O)Nc1ccc2c(c1)CC(=O)N([C@@H](C)CO)C[C@H](C)[C@H](CN(C)C(=O)Nc1ccc(F)cc1)O2 | 111* |
| CCn1c(SCC(=O)Nc2cccc(OC)c2)nnc1-c1ccncc1 | 0 |
| COc1ccc(OCC(=O)Nc2c(C(=O)c3ccc(C)c(F)c3)oc3ccccc23)cc1 | 9 |
| NNC(=O)C1CCC(c2ccc(Cl)cc2)CC1 (stereo unspecified) | -13 |
| Cc1ccc(-c2nc3cc(Cl)cc(Cl)c3o2)cc1NC(=O)COc1ccc([N+](=O)[O-])cc1 | 0 |
| O=C1O[C@@H](c2ccccc2)[C@@H](c2ccccc2)N2[C@@H](c3ccccc3OCCO)[C@]3(C(=O)Nc4ccc(C#CC5=CCCCC5)cc43)[C@@H](C(=O)NC[C@H](O)c3ccccc3)[C@H]12 | -8 |
| N#Cc1ccccc1NS(=O)(=O)c1ccccc1 | 33 |
| Cc1noc(C)c1S(=O)(=O)N(C)C[C@H]1Oc2ccc(N(C)C)cc2CC(=O)N([C@@H](C)CO)C[C@@H]1C | 4 |
| COC(=O)c1cc2c(C)nn(-c3ccccc3)c2s1 | 5 |
| COc1ccc(S(=O)(=O)Nc2ccc(O)c(Sc3ncn[nH]3)c2)cc1 | 28 |
| Cc1ccc(S(=O)(=O)N(C)C[C@H]2Oc3ccc(N(C)C)cc3C(=O)N([C@H](C)CO)C[C@@H]2C)cc1 | 2 |
| COc1ccc(-c2nc(SCC(=O)Nc3cccc(C(F)(F)F)c3)n[nH]2)cc1 | 20 |
| CCc1cc2c3c(c(=O)oc2cc1OCc1cc(C(=O)O)oc1C)CCCC3 | 36 |
| O=C(NCCNC(=O)c1cc2ccccc2cc1O)c1cc2ccccc2cc1O | -3 |

3 of these compounds, reformatted.
CCn1c(SCC(=O)Nc2cccc(OC)c2)nnc1-c1ccncc1
- U2OS ROS induce: 0
COc1ccc(OCC(=O)Nc2c(C(=O)c3ccc(C)c(F)c3)oc3ccccc23)cc1
- U2OS ROS induce: 9
NNC(=O)C1CCC(c2ccc(Cl)cc2)CC1 (stereo unspecified)
- U2OS ROS induce: -13
